Assay outcomes: PubChem BioAssay, several laboratories
Rv3671c protease = inhibitors of M. tuberculosis serine protease Rv3671c | P9WHR9 | inhibition, % at 5.96 µM | 320,000 tested, 0.048% active; in the data active = inhibition above about 38%;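 also: extracellular domain of Rv3671c used as enzyme; 0% = enzyme with DMSO and 100% = no enzyme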
Target sequence (P9WHR9 whole entry, looked up, the tested form may be a part): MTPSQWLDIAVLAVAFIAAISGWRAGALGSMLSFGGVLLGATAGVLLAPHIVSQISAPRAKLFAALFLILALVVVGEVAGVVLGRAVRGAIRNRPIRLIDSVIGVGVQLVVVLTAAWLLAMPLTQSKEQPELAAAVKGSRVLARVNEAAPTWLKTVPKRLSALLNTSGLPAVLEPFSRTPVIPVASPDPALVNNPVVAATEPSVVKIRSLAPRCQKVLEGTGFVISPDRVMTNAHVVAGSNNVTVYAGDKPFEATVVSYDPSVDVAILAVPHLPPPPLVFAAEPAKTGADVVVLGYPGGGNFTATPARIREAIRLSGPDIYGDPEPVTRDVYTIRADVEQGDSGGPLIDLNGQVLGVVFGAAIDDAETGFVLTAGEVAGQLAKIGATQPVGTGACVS
BoNT F protease = BoNT F light chain protease inhibition; AID 588497; inhibition, % at 10 µM; Multiplex microsphere protease cleavage assay, flow cytometry; 360,000 tested, 0.22% active; in the data active = inhibition above about 35%, passing the limit was not always enough; inconclusive = no clear call, values can overlap the other calls; also: plate controls were buffer without enzyme for full effect and enzyme alone for no effect
CCHFV vOTU inh = CCHFV vOTU protease inhibition; Pep-AMC fluorescence; inhibition, % at 11.5 µM; 370,000 tested, 0.55% active; in the data active = inhibition above about 30%; also: 0% = vehicle wells with enzyme and 100% = no enzyme wells
PriA SSB inh = inhibitors of Klebsiella pneumoniae PriA binding to SSB C-terminal tail. 430,000 tested, 0.6% active. inhibition, % at 33 µM. AID 1272365. AlphaScreen SSBct-PriA binding, biotinylated peptide; in the data active = inhibition mostly above about 37%, no sharp cut-off; inactive = mostly below about 20%;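 also: plate controls were negative control peptide for no effect and reference peptide for full effect; strong numbers were not always called active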
BoNT-A LC inh2 = blocks Botulinum neurotoxin A light chain protease; multiplex microsphere protease substrate cleavage, flow cytometry; 360,000 tested, 0.17% active; inhibition, % at 10 µM; also: plate controls were buffer without enzyme for full effect and enzyme alone for no effect
SARS 3CLpro inh = SARS-CoV 3CLpro protease inhibition; recombinant SARS-CoV 3CLpro, quenched FRET peptide cleavage; inhibition, % at 6 µM; 290,000 tested, 0.14% active; in the data active = inhibition above about 12%
PrPC surface inh = inhibitors of human cell surface prion protein PrPC; P04156; TR-FRET read-out; inhibition, % at 13.8 µM; 370,000 tested, 0.43% active; AID 720596; in the data active = inhibition above about 24%; also: 0% = median of the test wells and 100% = reference compound wells
DUSP3 inh = inhibitors of human VHR1 phosphatase (DUSP3); recombinant VHR phosphatase, pNPP absorbance; 290,000 tested, 0.52% active; inhibition, % at 13.3 µM; AID 1654; in the data active = inhibition above about 50%; also: some compounds called inactive have numbers as strong as hits
Target sequence (P51452 whole entry, looked up): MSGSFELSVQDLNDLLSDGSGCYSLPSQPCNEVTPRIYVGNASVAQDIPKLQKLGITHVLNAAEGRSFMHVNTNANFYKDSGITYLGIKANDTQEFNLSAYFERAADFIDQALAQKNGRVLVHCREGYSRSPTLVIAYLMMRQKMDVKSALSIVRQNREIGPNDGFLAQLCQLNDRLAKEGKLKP
Anthrax LF inh2 = blocks Bacillus anthracis lethal factor protease | AID 588501 | P15917 | multiplex microsphere protease cleavage assay, LF | 360,000 tested, 0.12% active | inhibition, % at 10 µM; also: plate controls were buffer without enzyme for full effect and enzyme alone for no effect
MazEF act = MazEF (E. coli) toxin RNase activation; P0AE70; 350,000 tested, 0.32% active; FAM/BHQ RNA-DNA oligo cleavage fluorescence, 5 h; AID 504720; activation, % at 20 µM; in the data active = activation above about 50%
Target sequence (P0AE70 whole entry, looked up): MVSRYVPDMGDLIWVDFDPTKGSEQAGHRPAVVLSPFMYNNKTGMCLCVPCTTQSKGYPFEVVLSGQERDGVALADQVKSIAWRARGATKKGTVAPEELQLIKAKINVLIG
An asterisk follows results filed as active; ? = inconclusive; . = no result given. Rule as the data show it, unless noted: active = inhibition above about 30%; inconclusive = no clear call, values can overlap the other calls; inactive = below that. The list is partial; rates above refer to the full screens.

Sample of the layout, 2 compounds:
SMILES	Rv3671c protease	BoNT F protease	CCHFV vOTU inh	PriA SSB inh	BoNT-A LC inh2	SARS 3CLpro inh	PrPC surface inh	DUSP3 inh	Anthrax LF inh2	MazEF act
Cc1ccccc1OCc1nnc(SCC(=O)Nc2ccc3nc(SCC(=O)NC(C)(C)C)sc3c2)n1C	2	-4	6	-10	-0.4	-3	12	-6	1	3
CCN1CCCC1CNc1ncnc2c1[nH]c1ccc(F)cc12 (centres undefined)	2	2	-23	8	0.3	-11	2	12	3	4

All compounds of this part (from the top)
SMILES	Rv3671c protease	BoNT F protease	CCHFV vOTU inh	PriA SSB inh	BoNT-A LC inh2	SARS 3CLpro inh	PrPC surface inh	DUSP3 inh	Anthrax LF inh2	MazEF act
Cc1ccccc1OCc1nnc(SCC(=O)Nc2ccc3nc(SCC(=O)NC(C)(C)C)sc3c2)n1C	2	-4	6	-10	-0.4	-3	12	-6	1	3
CCN1CCCC1CNc1ncnc2c1[nH]c1ccc(F)cc12 (centres undefined)	2	2	-23	8	0.3	-11	2	12	3	4
Cc1ccc(S(=O)(=O)Nc2cccc(-n3cnnn3)c2)cc1C	0	-2	-2	4	-0.6	-5	3	16	1	12
Cc1ccc(S(=O)(=O)N2CCCC2CNC(=O)C(=O)NCCN2CCOCC2)cc1 (centres undefined)	0	.	1	-7	.	.	-5	.	.	1
CC(C)CNC(=O)COc1ccc2c3c(c(=O)oc2c1)CCC3	2	-13	15	-9	-0.1	4	-9	1	-4	1
O=C(COC(=O)Cn1cnc2ccccc21)NCCC1=CCCCC1	9	10	3	-8	-0.1	-2	-1	31	0	-1
Cc1cc(=S)cc(C)n1CCO	-7	1	-9	-7	-0.5	8	10	-14	-4	5
COc1cc(CNc2ccc3[nH]c(=O)[nH]c3c2)cc(Br)c1OCc1ccc(F)cc1	.	-22	-3	-13	0.7	8	15	-2	8	15
CCCC[C@@H]1CNC(=O)C(=O)N1CCCc1cc(OC)c(OC)c(OC)c1	-5	6	-8	4	0.7	.	-1	31	-2	3
CCNc1c(NS(=O)(=O)c2ccc(Br)s2)c(=O)oc2ccccc12	-4	9	17	2	-1.5	-1	-4	10	-5	12
CN(CCC(=O)Nc1ccc2c(c1)OCO2)Cc1ccccc1	4	-13	-5	2	-1.0	5	1	-1	-2	1
CN(CC(=O)Nc1ccc(Cl)cc1)C(=O)Cc1c(F)cccc1Cl	-3	-9	-7	6	-1.3	8	3	23	-3	-5
CCCCOc1ccc(/C=C/C(=O)NCCc2nc3ccccc3[nH]2)cc1	-9	-8	1	4	-3.8	5	-5	20	-2	-10
Cc1nnc(SCCN2CCOCC2)c2nn(-c3ccccc3F)c(C)c12	.	0	-7	-7	0.3	3	7	7	1	-14
CC(c1nccs1)N(C)C(=O)CCc1nnc(CCc2ccccc2)o1 (centres undefined)	-3	4	2	-5	0.2	3	6	9	5	5
Cc1cc(F)ccc1NS(=O)(=O)c1cccc2nsnc12	0	5	-3	6	-3.1	-6	-18	22	3	-2
CCOc1ccccc1NC(=O)NC1CCN(CC(=O)Nc2ccc3c(c2)OCCO3)CC1	-7	?	-6	1	?	-3	-1	4	?	-1
CCCCCCOc1ccc(N2C(=O)CC(N3CCN(CCN=CC4C(=O)CC(C)(C)CC4=O)CC3)C2=O)cc1 (centres undefined)	5	-1	-3	-8	-0.3	-2	6	6	0	0
c1ccc(CCc2ccc3n2Cc2cnnn2-c2ccccc2-3)cc1	.	-2	4	-2	-0.3	.	5	.	-6	-3
CN1/C(=C\C(=O)c2cccnc2)Sc2ccccc21	10	-5	17	-6	-0.8	-4	-6	6	-1	6
C[C@H](NC(=O)c1ccccc1Cl)C(=O)Nc1ccccc1F	0	-1	20	-7	0.2	1	-5	26	1	2
CC(=O)NC(NC(=S)N1CCCCCC1)C(Cl)(Cl)Cl (centres undefined)	-2	0	-15	-16	0.6	-1	-3	13	1	3
C[C@@H]1CN([C@@H](C)CO)C(=O)c2cccc(NC(=O)C3CCOCC3)c2O[C@H]1CN(C)S(=O)(=O)c1ccc(Cl)cc1	2	3	-7	0	0.3	.	4	.	-5	1
CCOc1cc(-c2nnn(CC(=O)N3CCCCC3)n2)ccc1OC	3	0	11	-14	-0.3	-3	10	-2	-8	8
COCCCNC(=O)CSC1=Nc2ccccc2C2=NC(Cc3c[nH]c4ccccc34)C(=O)N12 (centres undefined)	-2	13	5	-7	0.5	2	0	25	3	7
Carrying on:
SMILES	Rv3671c protease	BoNT F protease	CCHFV vOTU inh	PriA SSB inh	BoNT-A LC inh2	SARS 3CLpro inh	PrPC surface inh	DUSP3 inh	Anthrax LF inh2	MazEF act
O=C(COc1ccc(Cl)cc1)NCCCNC(=O)c1cnccn1	1	5	3	-4	-0.8	-1	1	45	-7	-18
Cc1ccc(N=Cc2ccc(O)cc2O)cc1F	6	2	6	-6	?	2	9	3	1	194*
CNC(=O)NC(=S)NC(=O)c1ccccc1Cl	-1	-7	-1	5	-2.6	4	-1	13	-3	6
CCN1/C(=C2\C(=O)N(C)C(=S)N2c2ccccc2)C=Cc2ccccc21	4	-4	9	20	0.1	3	-18	19	-6	0
CCOc1ccc(C(=O)Nc2ccccc2CC)cc1[N+](=O)[O-]	-12	-2	7	3	0.1	-2	-9	-8	1	-6
NC(N)=N/N=C/c1ccc(OCc2ccccc2)cc1	-4	-20	11	.	-2.5	1	-22	24	-2	38
COc1ccc2oc3c(c2c1)NC(=O)CN=C3c1ccccc1	-1	4	-2	7	0.7	5	-4	16	-5	2
Cc1ccc(C2c3c(oc4ccccc4c3=O)C(=O)N2CCCN2CCOCC2)o1 (centres undefined)	5	4	-9	1	-0.5	3	-8	10	-15	11
C[C@]1(CO)CCC[C@@]2(C)C1CC[C@@H](CO)[C@@H]2CCc1ccoc1 (some centres undefined)	-5	-6	-2	-5	-0.8	4	7	95	-3	0
Cc1ccc(S(=O)(=O)N(CC(=O)N/N=C/c2ccco2)Cc2ccccc2)cc1	0	2	-4	.	?	-7	5	-7	-4	-3
NC(=O)C1CC(=O)N(c2ccc(OCC(=O)NCc3ccccc3)cc2)C1 (centres undefined)	7	14	-1	-11	0.6	2	5	12	9	7
CC(C)Oc1ccccc1NC(=O)CSc1nc2ccccc2c(=O)n1C	.	?	9	-16	?	7	1	-15	11	-24
CCOC(=O)NC(=O)CSc1ccc(C)cc1C	-1	-2	-16	-2	0.6	-2	5	9	7	8
O=C(c1cccnc1)N1CCC(Oc2ccc(C(=O)N3CCCCO3)cc2)CC1	-4	-4	0	-6	-0.5	3	4	8	-2	-6
CC(NC(=O)C1CC(=O)N(c2ccc3c(c2)OCCO3)C1)c1ccccc1 (centres undefined)	.	-12	-2	.	-0.1	.	2	.	5	-3
c1ccc2[nH]c(NC3=NCCC3)nc2c1	3	-9	7	10	-0.3	6	10	5	-2	2
CC(=O)N1C[C@@H](CO)[C@@H](N(C)C(=O)C2CCCCC2)C[C@H]1c1ccccc1	.	-7	15	.	-1.1	.	-2	.	-4	.
O=C(NCCC1CCCCN1S(=O)(=O)c1ccc(F)cc1)C(=O)NCCN1CCOCC1 (centres undefined)	5	14	3	3	4.6	.	7	.	3	3
Cc1nc(SCc2nc3ccc([N+](=O)[O-])cc3[nH]2)c2oc3ccccc3c2n1	-33	-5	5	-22	-0.4	.	-2	.	-1	-6
CC(=O)N1CCN2C(=O)C1CCCC(=O)c1cc(C3CCCCC3)ccc12 (centres undefined)	-5	-5	-13	-20	0.6	-7	-2	-6	0	2
COc1ccc(C(=O)C2CCCN(Cc3cc(Cl)ccc3O)C2)c(OC)c1 (centres undefined)	-11	-15	4	-12	-1.5	0	7	44	-3	2
COCCNc1c(-c2ccc(OC)c(OC)c2)nc2ccc(Cl)cn12	-4	-4	4	8	-0.3	2	2	-27	-1	-5
COc1ccc(-c2nnc(SCC(=O)Nc3ccc(C)cc3)n2C)cc1	4	-2	3	4	-0.2	1	2	2	0	3
CCCn1c(=O)c2c(nc3n2CCCN3Cc2ccccc2)n(C)c1=O	-2	41*	1	12	0.1	0	10	16	-10	8
O=C(NCc1ccccc1)C(Cc1ccccc1)N1C(=O)C2C3CCC(C3)C2C1=O (centres undefined)	1	10	10	4	8.8	-3	-5	16	-16	3
Additional results follow.
SMILES	Rv3671c protease	BoNT F protease	CCHFV vOTU inh	PriA SSB inh	BoNT-A LC inh2	SARS 3CLpro inh	PrPC surface inh	DUSP3 inh	Anthrax LF inh2	MazEF act
O=C(C1CCC(=O)N(C2CC2)C1)N1CCC(Oc2cccc(F)c2)CC1 (centres undefined)	8	1	7	-16	-1.6	-4	-5	27	0	-12
COC(=O)CCCNC(=O)c1ccc(OS(=O)(=O)c2cc([N+](=O)[O-])ccc2C)cc1	-4	.	12	-17	.	.	-13	.	.	0
Cc1nonc1NC(=O)CSc1nc(C2CCCCC2)nc2ccccc12	-6	3	3	-13	-0.8	-4	50*	2	-8	1
Oc1ccc(C[C@H]2CNC(=S)N2C[C@H]2CCCN2C[C@H](Cc2ccccc2)N2C[C@H](Cc3ccc(O)cc3)N(CC3CCCCCC3)C2=S)cc1	.	-4	17	.	0.5	.	-5	.	-1	.
COc1cc(Cl)ccc1OCc1cc(C(=O)N(C)Cc2nnc(C)o2)no1	-5	12	-1	0	3.4	-4	4	19	2	6
Cc1ccc(NS(=O)(=O)c2ccc(-c3ccc(=O)[nH]n3)o2)cc1Cl	1	-2	16	-5	-0.5	0	5	8	-4	1
Cc1ccc(OCc2ccc(C(=O)NN)o2)cc1C	-8	?	-6	-17	-1.4	6	5	24	5	5
COc1cccc(C(=O)Nc2ccc(C(=O)c3ccccc3)cc2)c1	-20	?	-9	-10	?	-4	13	0	-6	13
Cc1ccc(CNC(=O)c2csc3c2CCCCC3)cc1	-15	-9	0	-6	-3.9	2	-6	4	-18	3
COc1ccc(C)cc1S(=O)(=O)N(CC(=O)N1CCOCC1)c1cc(C)cc(C)c1	3	-3	14	-10	-1.3	0	-1	27	0	4
O=[N+]([O-])c1cccnc1N1CCC(c2cc(-c3cccc(C(F)(F)F)c3)n[nH]2)CC1	-27	0	21	-1	-0.8	0	1	27	-7	2
CN1CCN(CCc2nc3cc(NC(=O)COc4ccccc4)ccc3n2C)CC1	3	-3	-5	-12	0.7	1	-7	19	2	-2
COc1ccc(C)cc1NC(=O)CNC(c1ccccc1)c1ccc(C)cc1 (centres undefined)	-7	-18	16	-10	-2.2	7	10	-4	4	-10
COc1ccc(-c2cc(C(=O)N3CCN(c4ncccn4)CC3)c3ccccc3n2)cc1OC	-2	?	3	20	4.2	.	-9	.	-2	-18
OCC1CCCCN1C(=S)Nc1ccc(Cl)cc1Cl (centres undefined)	-3	-3	-8	-6	-0.3	-1	6	5	-5	7
O=C(OCC(=O)N1CCCc2ccccc21)c1ccc(F)c(S(=O)(=O)N2CCOCC2)c1	0	?	3	-4	?	.	-1	.	?	1
O=C(NCCCCNC(=O)c1ccc(Cl)s1)c1ccc(Cl)s1	-7	4	1	-17	0.3	-1	8	-5	0	5
COc1ccccc1NS(=O)(=O)c1cc(NC(=O)c2ccc3c(c2)OCCO3)ccc1C	-50	-2	-3	1	-0.5	-1	4	4	3	-5
Cn1c(COc2ccc(Cl)cc2)nnc1SCC(=O)NC1CC1	-6	-8	11	1	-0.6	.	-2	.	-8	-4
O=C(O)CSc1c(Cl)c(=O)oc2ccc(Cl)cc12	.	-6	-16	.	-0.5	.	5	.	-10	2
Nc1nc(SCC(=O)c2ccc(Cl)cc2)c2ncn(C3OC(CO)C(O)C3O)c2n1 (centres undefined)	.	-29	-7	-6	1.0	.	10	.	-6	1
Cc1ccc(S(=O)(=O)C2C(=O)N(C)C3(C)CC2c2ccccc2O3)cc1C (centres undefined)	-13	0	-5	-1	-0.3	1	10	22	-1	4
Cc1ccc(-c2ccc(C(=O)NCc3ccc(Cl)cc3)o2)c2ccccc12	-13	2	-26	-4	0.8	-1	1	-4	0	-14
N#CC1(C#N)OC12CCS(=O)(=O)c1ccccc12 (centres undefined)	.	-6	-2	-4	0.2	.	-6	.	-3	-1
